# Bioassay records (PubChem BioAssay)
# PGC1a acetyl inh – PGC1a acetylation modulation, inhibitor mode | hit rate 0.17% among 350,000 | inhibition, % at 15.6 µM | U2OS PGC1a acetylation, AlphaScreen anti-acetyl-lysine; with virally co-expressed GCN5 acetyltransferase;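 active = every replicate shows inhibition of at least 40%; inconclusive = mean inhibition at least 40% but some replicate below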;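 note: 0% = neutral control wells and 100% = positive control wells; some results beyond the cut were filed as inactive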
# EWS-Fli inh – inhibitors of EWS/Fli oncoprotein transcriptional activity. A673 NR0B1-luciferase reporter, viability-normalised. inhibition, % at 12.6 µM. hit rate 0.67% among 350,000;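 active = mean inhibition of at least 50% after viability correction, with every replicate also passing that limit; inconclusive = mean reaches 50% but only one of two replicates passes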;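 note: firefly luciferase signal divided by Alamar Blue viability fluorescence both relative to DMSO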
# miR-122 sensor – inhibitors of miR-122 in Huh7 cells; hit rate 0.3% among 340,000; activation (reporter increase), % at 12.5 µM; Huh7 miR-122 Renilla luciferase sensor, 48 h; neutral wells = 0, positive control = 100;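 active = mean replicate activation score at least 90 and every replicate individually at or above 90; inconclusive = only one of the two criteria met; inactive = neither criterion met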;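 note: higher luciferase means less miR-122 activity so hits act as miR-122 inhibitors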
# FN deposition inh – fibronectin deposition inhibition. hit rate 0.086% among 350,000. AID 743247. inhibition, % at 12.6 µM. AH1F fibroblasts, Alexa488-fibronectin deposition fluorescence, overnight;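 active = mean inhibition across replicates of 30% or more, regardless of how many single replicates reach that level; inconclusive = mean under 30% yet at least half of replicates reach 30%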;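 note: positive control wells lacked labelled fibronectin entirely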
#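 Test system: AH1F fibroblast monolayer depositing Alexa488-labelled fibronectin into matrix. Input: 10000 cells per well. Technique: fluorescence, ex 485 nm, em 525 nm. Buffer or medium: DMEM plus 2% serum, read in PBS. Timing: 1 h cell adhesion before compound, then overnight fibronectin incubation. Compound: single dose, pinned. Read-out basis: inhibition from reduced deposited-fibronectin fluorescence.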
# PAX8 inh HTS – inhibitors of PAX8 transcriptional activity in RMG-I cells. RMG-I TPO-luciferase reporter, SteadyGlo, 24 h. inhibition, % at 12.6 µM. hit rate 1.2% among 360,000;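 active = mean replicate inhibition at least 60% with every replicate also reaching 60%; inconclusive = only one of the two criteria is met; inactive = mean below 60% and not all replicates reaching 60%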;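 note: luciferase light reporting Pax8 driven TPO promoter activity; plate controls were median of neutral control wells for no effect and mitoxantrone controls for full effect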
# LGR2 inh – inhibitors of bursicon-induced Drosophila LGR2 receptor cAMP signaling; HEK293 LGR2, CRE-luciferase, bursicon-stimulated, 4 h; inhibition, % at 9.99 µM; hit rate 0.35% among 380,000;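 active = drop in luminescence signal, shown as inhibition above about 50% in the replicate tests, limit read from the data, passing the limit was not always enough; inconclusive = probably only some replicates passing the limit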;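 note: agonist challenge used bursicon conditioned medium at about half maximal strength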
# CASP6 VEID inh – caspase-6 (human) enzyme inhibition | P55212 | purified caspase-6, Z-VEID-R110 cleavage fluorescence | inhibition, % at 12.5 µM | hit rate 0.53% among 350,000;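 active = mean inhibition across replicates at least about 35%, with every replicate also reaching that limit, limit read from the data; inconclusive = only one of the two criteria met; inactive = neither criterion met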;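 note: 0% = median of neutral control wells and 100% = no fluorescence left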
# Target sequence (P55212 24-179 limits assumed): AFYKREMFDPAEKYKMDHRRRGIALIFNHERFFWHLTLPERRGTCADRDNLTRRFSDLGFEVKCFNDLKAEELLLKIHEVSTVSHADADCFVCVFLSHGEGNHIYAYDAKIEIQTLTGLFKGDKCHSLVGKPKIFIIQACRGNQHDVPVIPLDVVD
# Target sequence (P55212 194-293 limits assumed): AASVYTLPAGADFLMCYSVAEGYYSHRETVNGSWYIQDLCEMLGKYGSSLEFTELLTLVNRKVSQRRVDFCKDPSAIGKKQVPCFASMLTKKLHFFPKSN
# Cneo AK release – causes C. neoformans cell lysis; lysis activity, % at 15 µM; hit rate 0.2% among 360,000; AID 651654; adenylate kinase release luminescence, 4 h; normalised: neutral wells 0, clomiphene wells 100;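 active = mean lysis activity across replicates of at least 80%, whatever share of replicates individually reach that level; inactive = mean lysis activity below 80%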
#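 Assay system: C. neoformans cells. Amount: yeast cell density of 5 × 10^6 cells/mL. Technique: AK luminescence. Buffer or medium: YPD. Times: static 4 h at 37 °C with compound, 1 h detection. Dosing: single-point compound dose. Read-out: lysis from increased AK signal.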
# Starred values were filed as active, the others as inactive; ? = inconclusive; · = not tested or not shown; [ ] = remark or other dose.
SMILES,PGC1a acetyl inh,EWS-Fli inh,miR-122 sensor,FN deposition inh,PAX8 inh HTS,LGR2 inh,CASP6 VEID inh,Cneo AK release
CCCNC(=O)N(C)C[C@H]1Oc2cc(C#CC(C)C)ccc2S(=O)(=O)N([C@H](C)CO)C[C@@H]1C,17,2,41[16.7 µM],-20,-13,17,-1,-1
Cc1noc(C)c1NC(=O)N(C)C[C@@H]1Oc2ccc(NC(=O)NC3CCCCC3)cc2C(=O)N([C@H](C)CO)C[C@H]1C,9,4,2[16.7 µM],6,·,3,4,0
O=C(COc1ccc([N+](=O)[O-])cc1)Nc1ccc(C(=O)Nc2ccccc2C(=O)O)cc1,·,1,·,-2,-14,36,·,·
O=C(O)c1ccc2c(=O)n3c(nc2c1)/C(=C/c1ccc(Cl)cc1Cl)CC3,7,8,24,0,25,-1,-1,2
COc1ccc(-c2[nH]ncc2CN2CCC(N3CCSCC3)CC2)c(F)c1,-5,2,-1,·,29,-13,-16,-4
Cc1cc(C(=O)NNC(=O)[C@H](C)NC(=O)c2ccc(Br)cc2)c(C)o1,7,5,-4,2,20,-12,2,-1
COc1ccc(CC(=O)Nc2nccs2)cc1S(=O)(=O)N1CCOCC1,·,-1,·,1,7,21,-1,1
CCn1cc(C(=O)NN)c(=O)c2cc(F)c(NC3CCCCC3)cc21,1,15,7,2,-20,1,0,-1
CC(C)Oc1ccc(N2CC(C(=O)Nc3ccccn3)CC2=O)cc1 (centres undefined),·,7,·,·,11,-8,-4,·
COC(=O)c1sccc1NC(=S)N1CCC(C)CC1,6,·,-6,-6,10,·,·,·
O=C(COC(=O)c1ccccc1OCc1ccccc1Cl)NC1CC1,-8,·,10,-8,-7,·,·,-2
C[C@H](O)C#Cc1ccc2c(c1)O[C@@H](CN(C)C(=O)Nc1ccccc1)[C@@H](C)CN([C@H](C)CO)S2(=O)=O,15,-9,0[16.7 µM],8,-11,7,-1,4
CCOc1ccccc1-c1nnc(CS(=O)(=O)c2ccccc2)o1,-6,16,7,12,-30,11,1,2
CO[C@@H]1CN(C)C(=O)c2cc(NS(=O)(=O)CC(F)(F)F)ccc2OC[C@H](C)N(Cc2nccs2)C[C@H]1C,14,1,·,-6,·,14,·,·
COc1ccc(Cc2nc3ccc(C(=O)N(C)Cc4nccs4)cc3o2)cc1OC,-2,-8,-8,-8,17,13,1,-1
Cc1ccc(S(=O)(=O)NC(=O)C2(C)CCN2C(=O)Cc2cccs2)cc1 (centres undefined),2,12,-3,14,-6,-3,-4,0
C[C@@H]1CCCCO[C@H](CN(C)Cc2ccncc2)[C@H](C)CN([C@@H](C)CO)C(=O)c2cc(NS(C)(=O)=O)ccc2O1,7,2,1[16.7 µM],·,-5,-17,-4,-6
CC1=C(C(=O)OCC2CCCO2)C(c2ccsc2)C2=C(CC(C)(C)CC2=O)N1 (centres undefined),-13,11,1,11,-14,0,0,·
O=C(NNC(=O)c1cccc(S(=O)(=O)Nc2ccc(Cl)cc2)c1)c1ccc(=O)[nH]c1,0,-5,4,1,-4,5,0,-2
COc1ccc(-c2nc(SCC(=O)N3CCCC3)n[nH]2)cc1,-3,-8,-2,4,-32,2,2,2
CCOc1ccc(CN2CCNC(=O)C2CC(=O)N(C)CC2CCOCC2)cc1 (centres undefined),-9,·,-4,0,16,-6,-2,2
NC[C@H](O)c1ccc(O)c(O)c1,2,3,-1,0,18,-8,79*,-2
COc1ccc2c3c([nH]c2c1)[C@@H](CO)N(C(=O)CN(C)C)CC31CCN(CC2CCCC2)CC1,·,6,·,·,-20,-8,-3,·
CC(=O)c1cccc(NC(=O)N2CCCC2C(=O)NCc2ccc(F)cc2)c1 (centres undefined),5,·,-3,11,-11,·,·,2
COc1ccc(S(=O)(=O)N2CCN(C(=O)c3ccccc3Cc3ccccc3)CC2)cc1OC,2,4,-7,-4,-2,-1,2,1
C/C(=N\NC(=S)Nc1cc(S(=O)(=O)N2CCOCC2)ccc1Cl)c1ccc(N2CCOCC2)cc1,2,5,-1,1,-17,16,2,1
C=CCC(O)(CC=C)CNC(=O)c1ccc(OC)c(OC2CCN(C(C)=O)CC2)c1,0,1,0,1,12,14,0,1
Cc1c(C(=O)NCCc2ccccc2)oc2ccccc12,·,5,2,6,-160,-53,-5,-3
Cc1nn(CC(=O)Nc2ccc3c(c2)nc(CCN2CCCCC2)n3C)c(=O)c2ccccc12,10,-3,-5,·,·,-11,-9,-1
Cc1cccc(CCNCc2c(C(=O)O)c(C)n(-c3ccccc3)c2C)c1,7,-3,4,-8,-5,-19,0,0
Cc1cc(C)c(CN2CCN(C(=O)Cn3ccc(NC(=O)OCc4ccccc4)nc3=O)CC2)c(C)c1,10,29,0,-12,24,13,-2,-3
O=C(NC1CCCC1)[C@H]1N[C@H]2c3ccc(-c4cccc(F)c4)c(=O)n3C[C@H]2[C@@H]1CO,·,6,·,2,·,7,-1,·
Cc1ccc2nc3c(nc2c1C)C(O)=C3O,6,3,-2,8,15,-4,8,-2
COc1ccc(N2CCN(C(CNC(=O)C(C)C)c3ccc4c(c3)OCO4)CC2)cc1 (centres undefined),0,-3,-5,-2,4,6,5,-1
CCOC(=O)C1CCCN(S(=O)(=O)CCNC(=O)c2cccc(OC)c2)C1 (centres undefined),·,-5,·,5,6,7,4,0
C[C@@H]1CN([C@H](C)CO)C(=O)c2cc(NC(=O)Cc3ccccc3)ccc2O[C@@H]1CN(C)Cc1ccc(-c2ccccc2)cc1,-5,-5,0[16.7 µM],·,·,-1,·,·
COC(=O)C1=C(C)N(C)C(=NCc2ccc(C(F)(F)F)cc2)NC1c1cccc(F)c1 (centres undefined),·,6,·,3,2,10,4,·
COc1ccc([C@H]2C[C@H](O)[C@@H](n3cc(C4CC4)nn3)CN2C(=O)c2cccs2)cc1,-1,-10,-3,-5,5,9,-1,0
Cc1cccc2c(N=Nc3ccc(S(=O)(=O)Nc4cccc(Cl)c4)cc3[N+](=O)[O-])c(O)[nH]c12,·,-8,·,5,11,-20,-4,·
CCN(CC)S(=O)(=O)c1ccc(C)c(NC(=O)COC(=O)C=C(C)C)c1,2,5,-1,-1,16,2,-1,2
CC(C)NC(=O)N(C)C[C@@H]1Oc2cc(-c3cccnc3)ccc2S(=O)(=O)N([C@@H](C)CO)C[C@H]1C,5,-1,1[16.7 µM],-9,·,3,0,5
C=CCNc1nnc(Cc2ccc(F)cc2)c(=O)[nH]1,-6,3,1,-3,-13,11,-1,-1
COc1cccc(/C=C2\CCC(C3CCCC3)C2=O)c1 (centres undefined),·,-90,6,0,-81,-45,0,-5
CC=Cc1ccc2n(c1=O)C[C@@H]1[C@@H](CO)[C@H](C(=O)NCC(F)(F)F)N(CC)[C@H]21 (mixture of isomers),-5,0,-2[16.7 µM],·,1,-9,-1,6
COc1cc(C2C(C#N)=C(N)Oc3cc(C)oc(=O)c32)cc2c1OCO2 (centres undefined),0,·,-3,-4,16,·,·,-2
Cc1nnc(NC(=O)C(C)Sc2nnc(CNC(=O)c3ccccc3F)n2C)s1 (centres undefined),16,3,-7,-3,0,-7,3,3
O=C(CSc1nnc(-c2ccncc2)n1-c1ccccc1)NC1CC1,3,-3,0,-1,3,-4,-3,1
CS(=O)(=O)N1c2ccccc2[C@@]2(Br)C[C@H]3C(=O)N[C@@H](Cc4ccccc4)C(=O)N3[C@@H]12,-6,-8,-7,2,16,-14,1,8
C=CCNC(=O)c1cc(Cl)ccn1,·,5,·,0,11,-12,·,·
Cn1nc([N+](=O)[O-])nc1Oc1ccccc1C(=O)N1CCOCC1,-1,-2,·,-10,-4,1,0,·
CC(C)N1CCc2c(sc(NC(=O)c3cc4cc([N+](=O)[O-])ccc4s3)c2C(N)=O)C1,·,?,·,-7,1,-2,-2,1
C[C@@H]1CN([C@@H](C)CO)C(=O)c2cc(NC(=O)CCC(F)(F)F)ccc2O[C@@H](C)CCCCO[C@@H]1CN(C)S(=O)(=O)c1ccccc1,-8,-2,11[16.7 µM],·,-8,-2,2,-1
CCOc1ccc(OCCC(=O)N(CC)CC(=O)NCc2ccc(Cl)cc2)cc1,·,-3,·,0,4,-31,2,·
CC(=O)N(C(C)=O)c1nc2nc(C)cc(C)n2n1,6,-12,·,-8,-2,·,-2,-1
CCNC(=O)[C@H]1[C@H](CO)[C@H]2Cn3c(cccc3=O)[C@@H]1N2C(=O)c1ccc(F)cc1,-4,·,·,·,-20,1,-1,·
CC1Cc2nc(SCC(=O)N3CCN(c4ccccc4)CC3)n(CCc3ccccc3)c(=O)c2S1 (centres undefined),-15,18,29,1,34,11,-3,0
CC(=O)Nc1ccc(S(=O)(=O)Nc2cc(-c3ccccc3)nn2C)cc1,0,12,-4,-5,-1,15,1,-2
CN1CCN(C(=O)c2ccccc2NC(=O)c2ccccc2)CC1,·,-10,1,-4,-12,3,-8,-1
Cc1ccc(S(=O)(=O)N2CCN(C(=O)COC(=O)/C=C/c3ccc(OC(F)F)cc3)CC2)cc1,1,9,-5,1,-7,4,-2,3
